Jurkat NFkB inh – inhibitors of the PMA/ionomycin-induced NF-kB reporter in Jurkat cells; inhibition, % at 4 µM; 330,000 compounds, 0.53% hits; AID 435003; PMA/ionomycin-induced NF-kB luciferase reporter, luminescence; in the data active = inhibition above about 50%
APJ antag – APJ receptor antagonism. CHO-K1 APJ beta-arrestin complementation, luminescence. inhibition, % at 20 µM. P35414. 330,000 compounds, 0.32% hits;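 active = inhibition above about 40% at 20 µM, limit read from the data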;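 also: cells challenged with 10 nM apelin-13 agonist together with compound; plate controls were apelin-13 plus DMSO wells for no effect and DMSO wells lacking apelin-13 for full effect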
EBI2 antag – blocks human EBI2 receptor beta-arrestin signaling; 360,000 compounds, 0.81% hits; inhibition, % at 5 µM; EBI2 beta-arrestin recruitment, luminescence, 7a,25-OHC stimulated; in the data active = inhibition above about 38%;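 also: enzyme fragment complementation signal reports receptor beta-arrestin coupling in cells; 0% = agonist plus DMSO wells and 100% = wells without agonist; some results beyond the cut were filed as inactive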
Target sequence (P32249 whole entry, looked up, the tested form may be a part): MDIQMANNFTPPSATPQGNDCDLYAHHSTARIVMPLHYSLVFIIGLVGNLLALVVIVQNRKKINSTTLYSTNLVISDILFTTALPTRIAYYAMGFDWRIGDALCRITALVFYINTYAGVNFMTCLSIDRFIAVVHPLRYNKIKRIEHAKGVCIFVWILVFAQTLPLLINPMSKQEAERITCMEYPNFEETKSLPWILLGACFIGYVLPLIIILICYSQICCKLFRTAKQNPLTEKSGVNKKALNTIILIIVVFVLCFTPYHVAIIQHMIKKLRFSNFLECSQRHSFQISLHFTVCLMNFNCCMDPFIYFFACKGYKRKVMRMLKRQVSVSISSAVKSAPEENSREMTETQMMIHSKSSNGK
UBC13 polyUb – human UBC13 polyubiquitination inhibition. UBC13 polyubiquitin chain formation, TR-FRET. P61088. 330,000 compounds, 0.47% hits. inhibition, % at 20 µM; in the data active = inhibition above about 45%, passing the limit was not always enough
Target sequence (P61088 whole entry, looked up): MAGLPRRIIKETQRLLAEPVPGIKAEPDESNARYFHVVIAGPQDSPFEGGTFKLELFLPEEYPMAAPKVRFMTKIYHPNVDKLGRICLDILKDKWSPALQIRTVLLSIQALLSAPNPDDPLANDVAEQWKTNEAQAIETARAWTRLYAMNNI
CCR6 antag – CCR6 (human) receptor antagonism; CHO-K1 CCR6 PathHunter beta-arrestin, luminescence, CCL20-stimulated; 340,000 compounds, 0.49% hits; inhibition, % at 20 µM;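 active = compounds whose inhibition of the agonist-driven luminescence signal at 20 µM reaches about 50%, limit read from the data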;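 also: cells stimulated with CCL20 at 14 nM final; plate controls were DMSO with CCL20 for no effect and DMSO without agonist for full effect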
Target sequence (P51684 whole entry, looked up): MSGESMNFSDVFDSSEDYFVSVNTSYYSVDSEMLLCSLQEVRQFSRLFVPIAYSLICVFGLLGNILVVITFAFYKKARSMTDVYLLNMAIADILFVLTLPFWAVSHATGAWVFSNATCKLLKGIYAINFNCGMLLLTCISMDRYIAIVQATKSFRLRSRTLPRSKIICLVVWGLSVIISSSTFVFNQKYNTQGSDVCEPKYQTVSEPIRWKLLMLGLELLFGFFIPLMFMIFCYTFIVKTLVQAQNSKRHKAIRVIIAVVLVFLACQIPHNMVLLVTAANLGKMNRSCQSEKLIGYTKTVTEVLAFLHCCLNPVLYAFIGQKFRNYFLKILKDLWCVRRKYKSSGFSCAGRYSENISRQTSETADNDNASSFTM
697 NFkB inh – inhibitors of the PMA/ionomycin-induced NF-kB reporter in 697 B cells. 697 B-cell NF-kB luciferase reporter, 16 h. 330,000 compounds, 0.33% hits. inhibition, % at 4 µM; in the data active = inhibition above about 35%
Gli-Sufu antag – antagonists of Gli-Sufu signaling | Sufu-KO-LIGHT fibroblasts, Gli luciferase reporter luminescence | inhibition, % at 5 µM | 340,000 compounds, 0.74% hits;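 active = inhibition above about 55%, limit read from the data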;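 also: 0% = DMSO-treated cells and 100% = wells with medium but no cells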
CXCR6 block – blocks human CXCR6 beta-arrestin recruitment; O00574; 360,000 compounds, 0.36% hits; CHO-K1 PathHunter CXCR6 beta-arrestin, luminescence; inhibition, % at 20 µM; in the data active = inhibition above about 34%, passing the limit was not always enough;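 also: antagonist mode with CXCL16 agonist at 10 nM final; 0% = 10 nM CXCL16 with DMSO and 100% = unstimulated wells without agonist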
* hit, by the source's call.

mol,CXCR6 block,UBC13 polyUb,EBI2 antag,CCR6 antag,APJ antag,Gli-Sufu antag,Jurkat NFkB inh,697 NFkB inh
CC(=O)Cn1cnc2c(cnn2-c2ccc(C)c(C)c2)c1=O,-20,2,0,5,10,-52,-70,-108
O=[N+]([O-])c1cccc(COc2ncnc3cc([N+](=O)[O-])ccc23)c1,-4,-13,-11,-3,-28,25,9,3
O=c1cc(CSc2ccc(Cl)cc2)nc(-c2ccccn2)[nH]1,54*,-30,48*,79*,51*,40,-10,-25
CCCCN(C(=O)c1cc(S(=O)(=O)N2CCCCCC2)ccc1OC)c1c(N)n(CCC)c(=O)[nH]c1=O,4,0,11,6,5,-6,-3,-6
O=C(O)/C=C/C(=O)Nc1ccc2c(c1)NC(=O)CO2,-8,-7,-1,3,-18,-7,-9,-10
Cc1cc(Br)c(NC(=O)CCl)c(Br)c1,-20,-6,-1,3,7,2,4,-1
O=C(CCl)Nc1cccc(S(=O)(=O)NC2=NCCC2)c1,8,-1,-9,1,-6,11,-15,-40
CCOc1ccc(CCNS(=O)(=O)c2cn(C)cn2)cc1OCC,5,-9,-15,7,-2,28,-5,-12
CCCCC(=O)OCC(=O)c1[nH]c(C)c(C(C)=O)c1C,1,6,0,11,-11,2,16,10
Cn1nc(C(=O)Nc2ccc(Br)cc2)cc1C(=O)Nc1ccc(Br)cc1,-4,-7,3,-9,-1,42,8,6
CC(=O)Nc1ccc(CN2CCCC(CO)(Cc3ccccc3C)C2)cc1 (stereo unspecified),1,-9,-3,0,-20,38,7,-5
c1ccc(-n2c(Cc3cccnc3)nc3cnccc32)cc1,-7,5,-3,5,4,4,3,-8
C/C(N)=C(/C#N)C(=O)CSc1nc2scc(-c3ccc(F)cc3)c2c(=O)n1C,11,-2,11,23,0,18,11,19
CCCCN(C)C(=O)c1nc2ccccn2c1CN1CCC[C@H]1C(=O)OC,0,-1,-4,1,-12,-4,-2,0
Cc1ccsc1C(=O)OC(C)C(=O)Nc1ccc(Cl)cn1 (stereo unspecified),5,0,-1,14,7,6,-6,-12
CC(C(=O)Nc1cccnc1)c1ccc([N+](=O)[O-])cc1 (stereo unspecified),4,2,4,2,-1,-26,-4,-8
Cc1ccccc1-c1ccc(=O)n(CC(=O)Nc2ccc(C(=O)N3CCCC3)cc2)n1,5,-5,-5,17,5,-8,14,-30
O=C(NCCCn1ccnc1)c1ccccc1F,3,3,-3,19,11,35,-7,2
CCNCCNC(=O)c1c(O)c2c([nH]c1=O)CCCC2,2,2,-10,6,17,15,-18,3
CCC(C)Nc1nc(C)nc2c1oc1ccccc12 (stereo unspecified),5,1,-25,15,8,7,12,-18
COc1ccc([C@H]2[C@@H](C#N)[C@H](C#N)N3CCCN23)cc1,0,5,0,-2,-12,-2,-18,9
O=C(CCC(=O)N1CCOc2ccccc21)N1CCN(c2ccccc2)CC1,5,4,2,11,16,2,-1,8
Cc1onc(-c2ccccc2Cl)c1C(=O)N1CCN(C)CC1,-1,-5,-3,2,4,10,2,-8
CC(=O)C1=C(O)C(=O)N(CCO)C1c1ccccc1 (stereo unspecified),6,-4,-10,14,0,-1,21,6
COc1ccc(N2CCN(C(=O)CN3C(=O)NC(C)(c4ccc5ccccc5c4)C3=O)CC2)cc1 (stereo unspecified),-3,-10,1,-13,-57,18,-5,-13
CCOc1cc2c(cc1OCC)C(c1ccccc1OC)OC(=O)C2 (stereo unspecified),-9,-1,-4,1,7,1,-18,-4
CCOC(=O)Cc1csc(SCC(=O)Nc2nccs2)n1,-12,-8,-4,-3,1,-2,5,-9
O=C1CC(NS(=O)(=O)c2ccc([N+](=O)[O-])cc2)CN1c1ccc(Cl)cc1 (stereo unspecified),-9,-13,2,4,-95,5,5,19
COc1ccc(N=C2SC(CC(=O)Nc3ccccc3)C(=O)N2Cc2ccco2)cc1 (stereo unspecified),14,-12,14,19,6,-2,-10,-4
CC(=O)Nn1cnc2c(c1=O)C1(CCCCC1)Cc1ccccc1-2,-2,4,16,-1,9,-33,-21,-11
CC12CCC(=O)N1C(C(=O)Nc1cc(Cl)ccc1N1CCCC1)CS2 (stereo unspecified),12,8,5,9,11,0,3,4
Cc1ccc(C(=O)C(C)OC(=O)c2ccccc2[N+](=O)[O-])cc1 (stereo unspecified),6,-15,-5,19,-4,-81,-115,-271
Cc1ccccc1N1CCN(C(=O)c2ccc(Oc3ccc(C(F)(F)F)cn3)cc2)CC1,7,-5,24,8,3,2,11,-21
COC(=O)c1c(C)[nH]c(C=Nc2ccc(OC)cc2)c1C,3,1,-6,6,-13,1,-5,-4
CNC(=O)COC(=O)c1ccc(OCC(=O)Nc2ccccc2OC)c(OC)c1,0,13,-17,3,4,-5,-15,11
C=CCn1c(SCc2c(C)noc2C)nc2sc3c(c2c1=O)CCCC3,10,11,29,21,-26,14,22,-30
CCS(=O)(=O)NCC(c1ccco1)N1CCN(c2ccc(F)cc2)CC1 (stereo unspecified),0,11,-2,-2,1,-15,0,-1
Oc1ccccc1C1Nc2cccc3cccc(c23)N1,-12,-26,-11,-8,-27,27,-11,-25
CCc1nnc(NC(=O)CSc2nnc(-c3c[nH]c4ccccc34)n2CCOC)s1,1,15,-5,7,14,8,-2,7
Cc1ccccc1/C=N/NC(=O)Cc1ccc(Cl)cc1,-2,5,14,10,13,-1,24,-1
CN1CCN(CCCNC(=O)c2ccc3c(c2)N(Cc2ccc(F)cc2)CCS3)CC1,12,36,10,19,7,36,-33,-52
O=C1C2C3C=CC(C3)C2C(=O)N1Cc1cccnc1 (stereo unspecified),9,5,-11,-17,11,18,2,12
CCOC(=O)c1c(C)[nH]c(C)c1S(=O)(=O)N1CCN(C(=O)c2ccco2)CC1,1,7,4,5,17,1,3,7
O=C(CCNS(=O)(=O)c1ccc(Br)cc1)N1CCCCCCC1,-1,2,2,9,-10,-11,-2,1
O=C(O)c1sccc1SCc1ccc(Cl)c(Cl)c1,-8,-12,-7,-3,2,11,-13,-19
COC(=O)CC1=C(C(=O)OC)C(c2cc(OC)c(OC)cc2OC)C(C#N)=C(N)O1 (stereo unspecified),1,-5,-15,-8,3,-2,-1,2
COc1ccnc(NCc2cccnc2)c1C#N,-1,6,-1,7,-6,-1,2,10
O=C(O)CSCC(=O)N1CCN(c2nc3cc(Cl)ccc3s2)CC1,5,11,-6,3,5,8,-3,7
COc1ccccc1C(=O)c1cc2ccc(O)cc2oc1=O,-2,8,-8,0,3,1,4,32
O=C(Cn1ncc2c([nH]c3ccccc32)c1=O)Nc1cccnc1,3,-11,-7,8,-20,1,-2,-15
CN(Cc1nccs1)C(=O)c1ccc(OC2CCN(Cc3ccccn3)CC2)cc1,0,-3,-5,3,-1,13,5,-2
CCOC(CNc1cc(C)nc2c(-c3ccccc3OC)c(C)nn12)OCC,0,1,0,14,15,40,14,2
C=CCN1C(=O)CN=C1Nc1ccccc1,-6,-5,-5,12,0,1,-2,-11
NC(=S)NNC(=O)Nc1cccc(Cl)c1,-9,-1,-3,-5,12,4,-19,2
Nn1c(SCC(=O)Nc2ccc(Oc3ccccc3)cc2)nnc1C1CC1,-5,11,-11,5,-2,26,12,4
CCOc1ccc(C(=O)N(Cc2ccccc2)c2cccc(C)c2)cc1OC,17,1,8,8,-14,14,-10,-7
COc1ccc(NS(=O)(=O)c2cccc(NC(=O)CCC(=O)c3ccc(Cl)cc3)c2)cc1,-1,9,10,12,-2,36,22,-8
COc1ccc(CC2(C)OC(c3ccncc3)=NN2C(C)=O)cc1 (stereo unspecified),0,-18,6,11,-6,9,-13,13
Cc1ccc(Cn2nnc3c(=O)[nH]c(C4CCN(S(=O)(=O)/C=C/c5ccccc5)CC4)nc32)cc1,0,2,31,6,8,23,4,-13
COc1cccc(N2C(=O)C3CCCN3C2c2ccc(N(C)C)cc2)c1 (stereo unspecified),7,0,6,-1,-12,-10,-2,1

Following part.
mol,CXCR6 block,UBC13 polyUb,EBI2 antag,CCR6 antag,APJ antag,Gli-Sufu antag,Jurkat NFkB inh,697 NFkB inh
CC(=O)NC(C)c1ccc(C(=O)CSc2nnc(C3CC3)n2C2CC2)cc1 (stereo unspecified),5,5,3,8,0,1,0,16
Cn1nc([N+](=O)[O-])nc1Oc1ccccc1N,-6,-7,-6,0,-6,0,0,18
CCC(=O)c1ccc(NC(C)=O)cc1O,4,2,-6,-2,7,-1,-2,3
Brc1ccc(CNCC2CCCO2)cc1 (stereo unspecified),1,-9,-3,0,19,2,-2,-21
C[C@H](CO)N1C[C@H](C)[C@@H](CN(C)Cc2ccc(Cl)c(Cl)c2)Oc2c(NS(=O)(=O)c3cccs3)cccc2C1=O,2,5,3,3,10,-26,0,12
COCCCn1c(=NC(C)=O)c(C#N)cc2c(=O)n3cccc(C)c3nc21,5,-10,7,7,7,36,-2,-26
CC(=O)NC12CC3CC(C1)CC(C(=O)OCC(=O)Nc1c(F)cccc1F)(C3)C2,4,8,6,3,4,36,7,19
O=S(=O)(O)c1ccc(SCc2ccccc2)nc1,-4,-2,1,0,-1,-2,-19,-5
Cc1cccc(NC(=S)NCc2ccco2)n1,-10,9,3,7,-4,3,6,9
COc1ccc(S(=O)(=O)Nc2cccc3c2O[C@H](CN(C)CC2CC2)[C@@H](C)CN([C@H](C)CO)C3=O)cc1,-2,-16,2,14,1,0,-2,-2
CC(OC(=O)c1nsc(Cl)c1Cl)C(=O)NCc1ccc2c(c1)OCO2 (stereo unspecified),-1,5,-4,10,14,3,-15,-3
CC(C)CN1C(=O)c2ccc(C(=O)Nc3ccc(OCC(=O)O)cc3)cc2C1=O,1,-2,8,0,-10,10,-13,-8
COc1ccccc1NC(=O)Nc1nn(C)c2cccc(N(C)C)c12,2,2,14,-4,-51,5,23,10
CC(NC(=O)C1CCN(S(=O)(=O)c2cccc3cccnc23)CC1)c1ccccc1 (stereo unspecified),8,-5,-2,12,-18,-3,8,0
Nc1ncc(Br)cc1S(=O)(=O)NCCC(=O)NCCc1ccc(Cl)cc1,3,2,9,33,-6,9,7,16
COc1ccc(C)cc1NC(=O)C(NCC1CCCO1)c1ccccc1 (stereo unspecified),-11,9,-17,-4,8,5,-9,-21
COc1ccccc1/C=C1\SC(=S)N(C(C(=O)O)c2ccccc2)C1=O (stereo unspecified),17,-18,9,12,13,9,2,-2
COc1ccc(Cl)cc1N(CC(=O)NC1CC2CCC1C2)S(=O)(=O)c1ccccc1 (stereo unspecified),11,5,7,1,-5,21,7,8
C#CCOCCOCCOCCNc1nc(N2CCN(C(=O)Cn3cc(CCCCN)nn3)CC2)nc(N2CCN(C(=O)Cn3cc(CC(C)O)nn3)CC2)n1 (stereo unspecified),-7,8,-16,0,-56,-25,11,-3
Cc1cc(C)nc(N2CCC(C(=O)NCc3ccccc3F)CC2)n1,0,-3,1,1,-1,5,-12,-18
CC(=O)Nc1ccc(NC(=O)C(C)OC(=O)CC2CCCCC2)cc1 (stereo unspecified),-2,-14,-7,0,2,-10,11,-13
CCNc1nc(NCC)nc(N(C)/N=C/c2ccco2)n1,-5,-17,-3,13,-13,-2,-15,-32

Profiles from above. Screens in order: CXCR6 block	UBC13 polyUb	EBI2 antag	CCR6 antag	APJ antag	Gli-Sufu antag	Jurkat NFkB inh	697 NFkB inh
`O=C(Cn1ncc2c([nH]c3ccccc32)c1=O)Nc1cccnc1` is listed with 3	-11	-7	8	-20	1	-2	-15
`C[C@H](CO)N1C[C@H](C)[C@@H](CN(C)Cc2ccc(Cl)c(Cl)c2)Oc2c(NS(=O)(=O)c3cccs3)cccc2C1=O` is listed with 2	5	3	3	10	-26	0	12
`CCOc1cc2c(cc1OCC)C(c1ccccc1OC)OC(=O)C2` (stereo unspecified) is listed with -9	-1	-4	1	7	1	-18	-4
`C=CCn1c(SCc2c(C)noc2C)nc2sc3c(c2c1=O)CCCC3` is listed with 10	11	29	21	-26	14	22	-30
`O=c1cc(CSc2ccc(Cl)cc2)nc(-c2ccccn2)[nH]1` is listed with 54*	-30	48*	79*	51*	40	-10	-25

Screening results (PubChem)
